A549 tox: Nrf2 qHTS screen for inhibitors: counterscreen for cytotoxicity; A549 ARE-Fluc cells, CellTiter-Fluor viability, 18-24 h; Potency, µM (highest dose often 46 µM), inactives show at the top dose activity change, negative = cytotoxicity, most hits filed as inhibitors; 390,000 compounds, 0.16% hits; note: potency is the fitted concentration of half-maximal effect; % is set by controls: 0 for no effect and ±100 for the full control effect
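Cytotoxicity counterscreen: CellTiter-Fluor fluorescence was measured in A549 ARE_Fluc cells after 18-24 h of compound exposure in a concentration series. The subsequent BugLite luminescent read reports ARE-luciferase activity.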
Nrf2 inh: Nrf2 qHTS screen for inhibitors; A549 ARE-Fluc reporter, luciferase luminescence, 18-24 h; Potency, µM (titrated, usually from 46 µM), inactives show at the top dose activity change, negative = inhibition, hits mostly inhibitors; 360,000 compounds, 2.1% hits; note: potency is the fitted concentration of half-maximal effect; % is set by controls: 0 for no effect and ±100 for the full control effect; nearly all actives have a fitted effect of over 60% in size
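Nrf2 activity is the BugLite luminescence, read 15 min after reagent at room temperature, following CellTiter-Fluor cytotoxicity readout (30 min, 37C). Compound titrations were applied for 18-24 h to 5000 A549 ARE_Fluc cells/well in 5% FBS OPTI-MEM.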
MCF10A rereplic: A quantitative high throughput screen for small molecules that induce DNA re-replication in MCF 10a normal breast cells. MCF 10A DNA re-replication, Hoechst nuclear intensity, 48 h. Potency, µM (series often up to 46.1 µM), without a hit: at the top dose activity, positive = re-replication, hits mostly activators. 350,000 compounds, 2.9% hits; note: potency is the fitted concentration of half-maximal effect; % of control where 0% means no effect; nearly all actives have a fitted effect of over 50% in size
IL-1B inflam inh: qHTS for Inhibitors of Inflammasome Signaling: IL-1-beta AlphaLISA Primary Screen | THP-1 LPS/ATP IL-1B secretion, AlphaLISA, 16 h; hits give low values | activity change, % at 57.5 µM | 360,000 compounds, 4.7% hits | AID 743279, 2014; in the data active = activity change below about -50%; inconclusive = mostly about -30% to -49%; note: % is set by controls: 0 for no effect and ±100 for the full control effect
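THP-1 cells pretreated 1 hr with compounds (up to 57.5 uM final), then stimulated with LPS (250 ng/mL final) plus ATP (1.25 mM final); secreted IL-1B measured by AlphaLISA after 16 hr, decreased signal indicating inhibition.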
ATXN2 expr inh: Primary qHTS for Inhibitors of ATXN expression; AID 1745845, 2022; HEK-293 ATXN2-luciferase reporter, luminescence, 24 h; Potency, µM (series often up to 57 µM), inactives show at the top dose activity change, negative = inhibition, actives largely listed as inhibitors; 360,000 compounds, 0.72% hits; note: potency is the fitted concentration of half-maximal effect; % is set by controls: 0 for no effect and ±100 for the full control effect; nearly all actives have a fitted effect of over 55% in size
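qHTS (up to 57 uM final) was run with 24 h compound exposure of reporter cells at 37 °C. Each well was multiplexed: SteadyGlo luminescence measured ATXN2-luciferase expression after a fluorogenic Gly-Phe-AFC viability readout (25 uM final).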
S2 tox: Viability Counterscreen for Primary qHTS for Inhibitors of ATXN expression. Potency, µM (series often up to 56.7 µM), usual class: cytotoxic. AID 651635, 2014. 400,000 compounds, 0.49% hits. S2 cells (HEK-293 line with an ATXN2-luciferase reporter) viability, CellTiter-Fluor protease fluorescence, 24 h; note: potency is the fitted concentration of half-maximal effect; nearly all actives have a fitted effect of over 40% in size
HepG2 viability: qHTS for Inhibitors of TGF-b: Cytotox Counterscreen | HepG2 CAGA-GFP viability, ATP luminescence, 18 h | Potency, µM (titrated, usually from 46.1 µM), for inactives: at the highest dose activity change, negative = cytotoxicity, actives largely listed as cytotoxic | 410,000 compounds, 0.76% hits; note: potency is the fitted concentration of half-maximal effect; some results filed as inactive show a strong effect at the top dose
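HepG2 CAGA-GFP cells (1000/well, DMEM with 1% FBS) received compound, then TGF-beta at 500 pg/mL final, and were incubated 18 hours at 37 degrees C. Viability was read by CellTiter-Glo luminescence. Media-only wells were set as complete cell-killing and DMSO as no toxicity.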
Nrf2 ARE act: qHTS of Nrf2 Activators; AREc32 ARE-luciferase reporter (MCF7-derived line), luminescence, 24 h; Potency, µM (doses to about 46.1 µM), inactives show top-dose activation, usual class: activators; 410,000 compounds, 0.31% hits; AID 624171, 2012; note: potency is the fitted concentration of half-maximal effect; % of control where 0% means no effect; nearly all actives have a fitted effect of over 65% in size
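For detection, Steady-Glo was added and plates sat 30 min at RT; before that, AREc32_Fluc cells grown overnight in OPTI-MEM/5% FBS had been treated with 23 nL compound for 24 hr at 37 deg C.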
TGFb SMAD3 inh: qHTS for Inhibitors of TGF-b | 410,000 compounds, 1.2% hits | Potency, µM (titrated, usually from 46.1 µM), for inactives: top-dose activity, negative = inhibition, most hits filed as inhibitors | HepG2 CAGA-GFP TGF-b/SMAD3 reporter, GFP fluorescence, 18 h; TGF-beta stimulated, 500 pg/mL final; note: potency is the fitted concentration of half-maximal effect; % is set by controls: 0 for no effect and ±100 for the full control effect; nearly all actives have a fitted effect of over 65% in size
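HEPG2 CAGA-GFP reporter cells (1000/well, DMEM with 1% FBS) received compounds, then recombinant TGF-beta at 500 pg/mL final for 18 hours at 37 degrees C. Per-cell GFP summed per well was normalised to unstimulated and stimulated DMSO controls before curve fitting.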
* = called active by the depositor; i = inactive; u = inconclusive; x = no result given; & = joins results of further samples; [ ] = remark or other dose. Unless noted, calls come from the whole dose curve; as a rule, active = well fitted curve in the direction sought with a large enough effect; inconclusive = small, poorly fitted or top-dose-only effect, or another doubt; inactive = no such curve, though single readings can be large; an effect the other way counts as inactive or inconclusive.

Preview:
SMILES | A549 tox | Nrf2 inh | MCF10A rereplic | IL-1B inflam inh | ATXN2 expr inh | S2 tox | HepG2 viability | Nrf2 ARE act | TGFb SMAD3 inh
C/C(=N\NC(=O)c1csc(C)c1C)c1ccc(Cl)s1 | 1% | u | 10% | -5 | 33%[activator] | i | 23% | 3.9% | 7%
O=C(c1ccc(F)cc1)N1CCN2C(=O)c3ccccc3C12c1ccc(Cl)cc1 (stereo unspecified) | 3% | -9% | -3% | -26 | 5% | i | -14% | 0.5% | -4%
c1ccc(-c2cc3nc(NCc4cccs4)ccn3n2)cc1 | x | x | x | 15 | 101%[activator] | u | -23% | 4.5%[9.22 µM] | 4%

The whole of this part, from the first entry:
SMILES | A549 tox | Nrf2 inh | MCF10A rereplic | IL-1B inflam inh | ATXN2 expr inh | S2 tox | HepG2 viability | Nrf2 ARE act | TGFb SMAD3 inh
C/C(=N\NC(=O)c1csc(C)c1C)c1ccc(Cl)s1 | 1% | u | 10% | -5 | 33%[activator] | i | 23% | 3.9% | 7%
O=C(c1ccc(F)cc1)N1CCN2C(=O)c3ccccc3C12c1ccc(Cl)cc1 (stereo unspecified) | 3% | -9% | -3% | -26 | 5% | i | -14% | 0.5% | -4%
c1ccc(-c2cc3nc(NCc4cccs4)ccn3n2)cc1 | x | x | x | 15 | 101%[activator] | u | -23% | 4.5%[9.22 µM] | 4%
Cc1cccc(NC(=O)CSc2nc3[nH]ncc3c(=O)[nH]2)c1 | -2% | -20% | 1% | 10 | 11% | i | 10% | -0.6% | -3%
CCOC(=O)/C=C1\SCC(=O)N1CC(=O)NC(C)c1ccc(F)cc1 (stereo unspecified) | -5% | 11% | 1% | -17 | -4% | i | 0% | -0.1% | -3%
Cc1nc(C)n(C(C)CNC(=O)c2ccccc2)n1 (stereo unspecified) | 1% | 6% | 15% | -2 | 8% | i | 11% | 0.0% | -1%
Cc1cc(C)n(Cc2ccccc2F)c(=O)c1C#N | -1% | 2% | -2% | 10 | 8% | i | 1% | -0.2% | -1%
Cc1ccc(Cl)cc1N1CCN(Cc2cc(=O)n3ccsc3n2)CC1 | 3% | -3% | -3% | 0 | x | i | -20% | 4.4% | -16%
CCCCC(=O)Oc1c(S(=O)(=O)c2ccccc2)c(C)nn1C(C)(C)C | -3% | u | u | -77* | -26% | i | -12% | 0.3% | u
COc1cccc2cc(C(=O)NC3CC4CCC3C4)oc12 (stereo unspecified) | 1% | 8% | -11% | -27 | 14% | i | -7% | -0.2%[9.22 µM] | 0%
CCc1cccc(C)c1NS(=O)(=O)c1cc(Br)cnc1N | -6% | u | -9% | 23 | -14% | i | -20% | 0.5% | u
COc1ccccc1N1CCN(S(=O)(=O)/C=C/c2ccccc2)CC1 | 2% | -10% | 6% | -4 | 10% | i | 2% | -0.3% | u
O=c1[nH][nH]c(=S)n1C1CCCCC1 | -6% | -1% | -40%[inhibitor] | x | -9% | i | -2% | 4.5% | 3%
Cc1ccc2nc(-c3ccncc3)cc(-c3ccccc3)c2c1 | -2% | x | u | u | -16% | i | -47% | 4.5% | 4%
Cc1c(NS(=O)(=O)c2ccc(N3CCCCC3)c([N+](=O)[O-])c2)c(=O)n(-c2ccccc2)n1C | -6% | u | -14% | 0 | 1% | i | 12% | 0.5% | 2%
CN(C)/C=C/C(=O)c1nnn(C2CCCCC2)c1NC1CCCCC1 | 0% | u | -1% | -4 | u | i | -78% | 0.6% | u
CN(Cc1ccccc1)C(CNS(=O)(=O)c1ccccc1)c1ccccc1 (stereo unspecified) | x | x | x | -4 | x | i | 1% | 5.5% | u
COC(=O)CN1C(=S)N(c2ccccc2)C(=O)C1CC(=O)Nc1ccc(Cl)cc1 (stereo unspecified) | -9% | 3% | -65%[inhibitor] | -17 | 8% | i | 5% | 2.8% | -2%
COc1cc2c(cc1OC)CN(CC(O)c1ccccc1)CC2 (stereo unspecified) | 1% | 1% | -29% | 19 | -8% | i | -41% | 0.4% | 3%
CC(NC(=O)c1cccc(S(=O)(=O)N2CCc3ccccc32)c1)c1ccco1 (stereo unspecified) | -8% | u | 3% | -6 | -16% | i | -20% | 4.2% | -18%
O=C(COC(=O)c1ccccn1)Nc1cc(Cl)ccc1Cl | 2% | 4% | -2% | -11 | -9% | i | -34% | -0.3% | 2%
COc1ccc(CCNC(=O)C/C(C)=N/NC(=O)c2cnccn2)cc1 | -4% | 9% | 3% | 5 | 0% | i | 2% | 1.7% | 10%
CC(=O)N1C(=O)N(C)C2C1N(C(C)=O)C(=O)N2C (stereo unspecified) | -8% | -11% | -7% | 14 | -7% | i | 1% | -0.1% | 5%
CCC1CN(C(=O)Nc2cc(C)cc(C)c2)c2ccccc2O1 (stereo unspecified) | u | u | x | x | x | x | -21% | 3.5% | -14%
O=C1c2ccccc2CN2C(=O)c3ccccc3CN12 | -11% | -3% | -2%&3% | 0 | 2% | i | 1% | -0.7% | 8%
O=[N+]([O-])c1cc(CN2CCCCCC2)ccc1O | 1% | 3% | 5% | 12 | -9% | i | -2% | -1.0% | -9%
CSc1cccc(NC(=O)C2CC(=O)N(c3ccc4c(c3)OCCO4)C2)c1 (stereo unspecified) | x | x | x | 3 | x | i | -18% | -1.3% | -7%
COc1cccc(NC(=O)C(=O)NCC(c2ccc3c(c2)OCO3)N2CCOCC2)c1 (stereo unspecified) | -1% | x | x | x | 64%[activator] | i | -47% | 3.1% | -12%
CC(=O)c1ccc(NC(=O)c2sc(-n3nc(C)c(CCC(C)C)c3C)nc2C)cc1 | 1% | 20% | x | x | 3% | i | -10% | 3.6% | -2%
C=CCn1c(COc2ccc(Cl)cc2)nnc1SCC(=O)c1c(N)n(C)c(=O)n(C)c1=O | -2% | 0% | -32%[inhibitor] | -2 | 0% | i | 0% | -0.2% | -19%
COc1ccc(CNC(=O)c2cc(Nc3ccc(OC)cc3OC)nc3ccccc23)cc1 | -9% | 7% | x | x | 11% | u | -1% | 5.0% | -10%
COc1ccc(Cl)c2sc(NC(=O)c3ccc(S(=O)(=O)N4CCOCC4)cc3)nc12 | 7% | x | x | x | -22% | i | -20% | 0.2% | -5%
COc1ccccc1N1CCN(C(=O)CSc2ncnc3c2cnn3-c2ccc(C)c(C)c2)CC1 | 1% | 5% | -2% | 0 | 30%[activator] | i | 11% | -0.9% | 7%
CCOc1ccc(Oc2cc(N)cc([N+](=O)[O-])c2)cc1 | -6% | -5% | -5% | u | 24% | i | -2% | -0.4% | -22%
O=C(Cc1c[nH]c2ccccc12)N/N=C/c1cccc(F)c1 | -4% | 4% | -7% | 3 | 2% | u | 1% | 0.0% | -20%
Cc1ccc(S(=O)(=O)N(C)C)cc1NC(=O)COc1ccc(-c2nnco2)cc1 | 0% | 4% | 2% | 3 | 7% | i | 0% | -0.3% | 7%
Cc1cccc(NC(=O)CCCn2nc(C)c3c(C)n(-c4ccccc4)nc3c2=O)c1C | 0% | -9% | x | x | x | x | 5% | 0.3% | -10%
COc1ccc2nc(N3CCN(C(=O)c4ccco4)CC3)sc2c1 | -3% | x | x | x | x | x | -24% | 1.3% | -9%
CCN(CC)S(=O)(=O)c1cccc(C(=O)Nc2nncs2)c1 | -2% | x | 2% | 2 | -2% | i | 6% | -0.4% | 1%
CCCOC(=O)c1cccc(Nc2nc(CCC)cc(=O)[nH]2)c1 | -16% | -30% | x | x | u | u | -58% | -0.4% | u
CN(c1ccccc1)c1ncnc2c1ncn2C | 0% | u | 1% | -10 | 1% | u | -2% | -0.6% | -5%
COc1ccccc1NC1=C(NC(C)=O)C(=O)c2ccccc2C1=O | 1% | -9% | u | 14 | -26% | i | -109% | -3.0% | 14µM*
N=c1n(CCN2CCCC2)c2ccccc2n1CC(O)c1ccc(Cl)c(Cl)c1 (stereo unspecified) | -27% | -10% | 23µM* | -22 | x | x | -118% | -4.5% | u
C=CCc1c(C)nc2c(C)cccc2c1SC(=N)N | -1% | -36% | 2% | u | u | i | -180% | -0.6% | 0%
CSc1ccccc1C(=O)NCC(c1ccco1)N(C)C (stereo unspecified) | 2% | 5% | 4% | 12 | 2% | i | -4% | -0.4% | 0%
Cc1ccc(O)c(NC(=O)c2onc(C)c2Cl)c1 | 5% | 4% | -3% | -15 | x | i | -8% | 8.9µM* | -6%
CCCCCCSC1=C(C#N)C(c2ccc(C)o2)CC(=O)N1 (stereo unspecified) | -3% | 4% | u | -21 | -17% | i | -14% | 0.5% | 3%
CNc1cc(C(=O)Nc2cccc(OCc3ccccc3)c2)ncn1 | x | x | x | -20 | 5% | i | -28% | 0.9%[9.22 µM] | u
COn1c(C)c(C)c2c3nonc3ccc21 | 8% | -10% | -1% | -15 | -24% | x | 4% | 2.8% | 8%
COc1cccc(NC(=O)Cn2nnc(C(=O)NCc3ccc4c(c3)OCO4)c2N)c1 | -1%&-1% | u | 4% | 30 | 1% | i | -2%&6% | -0.4%&-0.8% | 3%&-15%
Further structures
SMILES | A549 tox | Nrf2 inh | MCF10A rereplic | IL-1B inflam inh | ATXN2 expr inh | S2 tox | HepG2 viability | Nrf2 ARE act | TGFb SMAD3 inh
O=C(COc1ccccc1Cl)Nc1ccc(CN2CCCCC2)cc1 | 1% | -8% | u | -24 | -1% | i | -17% | -0.3% | 7%
O=C(NC1CC2CCC(C1)N2C(=O)NC1CCCCC1)NC12CC3CC(CC(C3)C1)C2 (stereo unspecified) | -20% | -29% | 8% | -12 | -7% | i | 0% | -0.1% | -6%
Brc1ccc(Nc2nc(-c3cccnc3)cs2)cc1 | 0% | 6% | 17% | 51 | 31%[activator] | i | -9% | 24% | -2%
CC(C)CCNC(=O)c1c[nH]c2ccc(S(=O)(=O)N3CCOCC3)cc2c1=O | 0% | u | 2% | 10 | -6% | i | 3% | -0.3% | 4%

Compound activity deposited in PubChem by National Center for Advancing Translational Sciences (NCATS).
